C2C12 statin: protects C2C12 myotubes from simvastatin toxicity | rescue of ATP level, % at 7.49 µM | ATP luminescence, 48 h; scaled: DMSO 0, geranylgeraniol control 100 | 0.78% of 330,000 active;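 active = mean ATP rescue above about 67%, or every replicate alone reaching that limit, limit read from the data, passing the limit was not always enough; inconclusive = no clear call, values can overlap the other calls; inactive = mean under the limit and some replicate under it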;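 also: myotubes were challenged with 10 µM simvastatin during compound exposure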
PglD DTNB: PglD (C. jejuni) enzyme inhibition. 0.098% of 360,000 active. purified PglD enzyme, DTNB colorimetric CoA detection. inhibition, % at 12.5 µM; in the data active = inhibition above about 16%, passing the limit was not always enough; inconclusive = no clear call, values can overlap the other calls; also: strong numbers were not always called active
* hit, by the source's call; ? = inconclusive.

The first 14 records, to show the layout:
SMILES | C2C12 statin | PglD DTNB
CCS(=O)(=O)C(=C1NCCO1)S(=O)(=O)CC | 1 | 5
Cc1ccc(NC(=O)C2CCCN(S(=O)(=O)c3c(C)noc3C)C2)c(C)c1 (stereo unspecified) | -3 | 7
O=C(c1ccccc1)n1c(=S)nc2ccccn21 | -5 | 0
COc1ccc(C(=O)Nc2ccc(S(=O)(=O)Nc3cc(C)nc(C)n3)cc2)c(OC)c1 | -2 | 4
COc1ccc(OC)c(NC(=O)c2cc3ccccc3o2)c1 | -12 | -3
O=C(NCCc1ccccc1)c1noc2c1CCCCC2 | 29 | 1
O=C1c2ccccc2C(=O)N1CC(O)CN1CCOCC1 (stereo unspecified) | 7 | 1
Cc1ccc(S(=O)(=O)N/N=C/c2ccc(OCC(=O)NC(C)C)cc2)cc1 | -9 | 1
CC(=O)c1cccc(Nc2nc(-c3cccc([N+](=O)[O-])c3)cs2)c1 | -11 | -5
O=C(NC1CCCCC1)c1ccc(COCC(F)(F)F)o1 | -19 | 1
COC(=O)CSc1nc(-c2ccc(C)cc2)c2c(c1C#N)CCCC2 | -4 | 6
Cn1c(SCC(=O)n2c3c(c4ccccc42)CCCC3)nnc1-c1ccccc1 | 4 | 2
Cc1ccc(SCc2nc(-c3ccccn3)no2)cc1 | -3 | 2
CCN(Cc1cc2ccccc2[nH]c1=O)C(=O)C(C)C | -17 | 8

This part in full (from the top)
SMILES | C2C12 statin | PglD DTNB
CCS(=O)(=O)C(=C1NCCO1)S(=O)(=O)CC | 1 | 5
Cc1ccc(NC(=O)C2CCCN(S(=O)(=O)c3c(C)noc3C)C2)c(C)c1 (stereo unspecified) | -3 | 7
O=C(c1ccccc1)n1c(=S)nc2ccccn21 | -5 | 0
COc1ccc(C(=O)Nc2ccc(S(=O)(=O)Nc3cc(C)nc(C)n3)cc2)c(OC)c1 | -2 | 4
COc1ccc(OC)c(NC(=O)c2cc3ccccc3o2)c1 | -12 | -3
O=C(NCCc1ccccc1)c1noc2c1CCCCC2 | 29 | 1
O=C1c2ccccc2C(=O)N1CC(O)CN1CCOCC1 (stereo unspecified) | 7 | 1
Cc1ccc(S(=O)(=O)N/N=C/c2ccc(OCC(=O)NC(C)C)cc2)cc1 | -9 | 1
CC(=O)c1cccc(Nc2nc(-c3cccc([N+](=O)[O-])c3)cs2)c1 | -11 | -5
O=C(NC1CCCCC1)c1ccc(COCC(F)(F)F)o1 | -19 | 1
COC(=O)CSc1nc(-c2ccc(C)cc2)c2c(c1C#N)CCCC2 | -4 | 6
Cn1c(SCC(=O)n2c3c(c4ccccc42)CCCC3)nnc1-c1ccccc1 | 4 | 2
Cc1ccc(SCc2nc(-c3ccccn3)no2)cc1 | -3 | 2
CCN(Cc1cc2ccccc2[nH]c1=O)C(=O)C(C)C | -17 | 8
COC(=O)c1ccc(Sc2ccccc2NS(=O)(=O)c2ccc(NC(C)=O)cc2)nc1 | -8 | -3
CC1=CC(C)(C)N2C(=O)C3(SCC(=O)N3c3ccc(O)cc3)c3cc(C)cc1c32 (stereo unspecified) | 2 | -3
O=C(NC1CCCCCC1)c1cc(S(=O)(=O)N2CCOCC2)ccc1N1CCCCC1 | 59 | 2
CC(C)(C)OC(=O)N1CCC[C@H]1c1nnc(SCc2ccccc2F)o1 | -12 | 1
O=S(=O)(NC1CCCCC1N1CCN(c2ccc(F)cc2)CC1)c1ccc(Cl)cc1 (stereo unspecified) | 6 | 0
COc1ccc(Cl)cc1NC(=O)CCn1cnc2ccccc2c1=O | -2 | 3
Cc1cc(C)n(C(=O)COc2ccccc2C)n1 | 1 | -4
CCN1CCN(C(=O)C2c3cc(OC)c(OC)cc3C(=O)N(C)C2c2ccc(SC)cc2)CC1 (stereo unspecified) | 3 | 3
COc1cc(CN2CCN(c3ccccc3C)CC2)cc([N+](=O)[O-])c1O | 2 | 2
O=C(NCC1(c2ccccc2)CCCC1)C(=O)NCC1(c2ccccc2)CCCC1 | 2 | -1
CC(C)(C)C1CCc2c(C(=O)NNC(=O)CCCC(=O)O)csc2C1 (stereo unspecified) | 1 | 3
COC(=O)CN(c1ccc(C)cc1)S(=O)(=O)c1c(C)[nH]c(=O)[nH]c1=O | 0 | 8
O=S1(=O)N=C(Nc2nc3c(s2)CCCC3)c2ccccc21 | ? | 0
COc1cc2c(cc1OC)C(c1ccccc1)N(C(=O)CCl)CC2 (stereo unspecified) | 168* | -3
O=C1NC(c2ccncc2)C(C(=O)c2cccs2)C(O)(C(F)(F)F)N1 (stereo unspecified) | -2 | -1
Cn1ncc(N=Cc2ccccc2)c1C(=O)Nc1cccc(Cl)c1 | 1 | 4
CCCc1nc2sc3c(c2c(=O)n1N)CCC3 | -9 | 5
CCCCOc1ccc(S(=O)(=O)NCc2csc(C)n2)cc1 | 1 | 0
Cc1ccnc(Sc2ccc([N+](=O)[O-])cc2[N+](=O)[O-])n1 | -5 | 0
O=C(Oc1nsnc1N1CCOCC1)N(c1ccccc1)c1ccccc1 | 13 | 1
Cc1ccccc1NC(=O)c1sc2nc[nH]c(=O)c2c1C | -2 | 0
Cc1ccnc(NC2(C(F)(F)F)N=C(c3ccccc3)NC2=O)c1 (stereo unspecified) | -4 | 3
Cc1nc(N)sc1N=Nc1ccc(Br)cc1 | -17 | -7
COCCn1c(C)cc(C2=NNC(=Nc3ccc(Cl)cc3Cl)SC2)c1C | 12 | 1
CCOC(=O)c1sc(NC(=O)CSc2nc(C)cc(-c3ccccc3)n2)c(C#N)c1C | 0 | 0
COc1ccc(Cn2nnnc2C(C(C)C)N2CCc3ccccc32)cc1 (stereo unspecified) | 13 | -1
CCn1c(SCC(=O)Nc2oc(C)c3c(C)n[nH]c(=O)c23)nc2sc(C)c(C)c2c1=O | -1 | -5
CN1CC2(Cc3c1ccc1ccccc31)C(=O)OC(C)(C)OC2=O | 16 | 4
Cc1ccc2c(c1)c1ncnc(N3CCOCC3)c1n2C | -27 | -6
c1ccc(CCNc2nc3ccccc3n3nnnc23)cc1 | 5 | 25*
CC(C)(C)OC(=O)N1Cc2ccccc2C[C@H]1C(=O)O | 0 | -1
CCOC(=O)C(NC(=O)OC(C)C)(Nc1nccs1)C(F)(F)F (stereo unspecified) | -7 | -4
CS(=O)(=O)N(Cc1ccc(C(=O)NCCSCc2ccco2)cc1)c1ccccc1 | 5 | -4
Cc1cccc(C(C)Nc2ccc([N+](=O)[O-])cn2)c1 (stereo unspecified) | 3 | -4
CC1CC(C)CN(C(=O)C2CCN(S(=O)(=O)c3cccc4cccnc34)CC2)C1 (stereo unspecified) | 15 | -2
CC(C)(C)n1nnnc1C(c1ccc(Cl)cc1)N1CCCc2ccccc21 (stereo unspecified) | 4 | -10
C/C=C/c1ccc(OCCCn2cncn2)c(OC)c1 | -3 | 2
Cn1c(=O)c2c(ncn2CC(=O)N2CCN(c3ccccc3)CC2)n(C)c1=O | 7 | 3
O=C(CNCC1CCCO1)Nc1ccccc1N1CCOCC1 (stereo unspecified) | 28 | 4
Cc1ccc2c(c1)nnn2C1CCN(S(=O)(=O)c2ccc(C(=O)N(C)C)cc2)CC1 | -10 | 5
COc1ccc(CCNc2oc(COc3ccc(F)cc3)nc2C#N)cc1 | -49 | 3
Cc1cc(C)n(-c2ccc(Cl)c(C(=O)Nc3ccc(-c4nnc5n4CCCCC5)cc3)n2)n1 | 10 | -1
Cc1ccc2[nH]c(=O)c(CN(CCN3CCOCC3)C(=O)Nc3ccc(F)cc3)cc2c1 | -23 | -1
Cc1ccc(C2CC(c3ccccc3)=NN2C(=O)CSc2nnc(-c3ccc(Cl)cc3)o2)o1 (stereo unspecified) | -7 | 5
COc1ccc(N=C2C(=Nc3ccc(OC)cc3)N(c3ccc(OC)cc3)C(=S)N2C)cc1 | -47 | 5
Cc1cc(C)nc(N2CCC(C(=O)Nc3ccc4c(c3)OCO4)CC2)n1 | 10 | -1

3 compounds out of the list, ordered by SMILES length, smallest number first.
SMILES | C2C12 statin | PglD DTNB
O=C(CNCC1CCCO1)Nc1ccccc1N1CCOCC1 (stereo unspecified) | 28 | 4
Cc1cccc(C(C)Nc2ccc([N+](=O)[O-])cn2)c1 (stereo unspecified) | 3 | -4
Cc1cc(C)n(-c2ccc(Cl)c(C(=O)Nc3ccc(-c4nnc5n4CCCCC5)cc3)n2)n1 | 10 | -1

Following part:
SMILES | C2C12 statin | PglD DTNB
CCN(C(=O)COc1ncnc2ccc(Br)cc12)C1CCS(=O)(=O)C1 (stereo unspecified) | -4 | 5
CCCc1nc2ccccc2c(C(=O)OC2CCOC2=O)c1CC (stereo unspecified) | 1 | -6
CCOc1ccc2[nH]c(=O)c(CN(Cc3cccs3)C(CC)c3nnnn3C(C)(C)CC)cc2c1 (stereo unspecified) | 4 | 2
CCOc1ccc2[nH]c(=O)c(CN(Cc3ccccc3)C(=O)N3CCCC3)cc2c1 | 1 | 2
O=C1CC(C(F)(F)C(F)(F)C(F)(F)C(F)(F)F)=Nc2ccccc2N1 | -15 | 11
COCCNC(=O)CSc1nc2cc(OC)c(OC)cc2c(=O)n1Cc1ccc(OC)cc1 | 26 | -5
Cc1nc2ccccc2n2c(O)c(CC(=O)O)cc12 | 1 | 3
COc1ccc(/C(O)=C2/C(=O)C(=O)N(CCN(C)C)C2c2ccc(C)cc2)cc1Cl (stereo unspecified) | -5 | -1
O=C(COC(=O)c1ccc(Br)o1)Nc1cccc(S(=O)(=O)N2CCCCCC2)c1 | 17 | 4
COc1ccc(-n2cnnc2SCC(=O)c2cc(C)n(Cc3cccs3)c2C)cc1 | 30 | 5
O=C(CNC(=O)C1CCCCC1)OCc1cc(=O)oc2ccc3ccccc3c12 | 5 | -4
CNC(=O)Cn1nc(-c2ccc(C)c(S(=O)(=O)N(C)C)c2)c2ccccc2c1=O | 2 | 6
O=C(NCc1ccco1)c1cc(-c2ccc(Cl)cc2)on1 | 0 | 4
Cc1nc(=O)c(-c2ccccc2)c(C)n1-c1cccc(C(=O)O)c1 | 12 | -3
CC(C)(C)C1=Nn2c(nnc2C2CCCCC2)SC1 | 34 | -2
COc1ccc(/C=N/Nc2ccccc2)cc1Cn1nc(C)c([N+](=O)[O-])c1C | 13 | 3
O=C(Nc1ccccc1)OCc1cn(-c2ccc(Cl)cc2)nn1 | -17 | -6
COc1ccc(C(=O)c2ccc(OC)c(N)c2)cc1N | -28 | 4
COc1ccc(C(=O)COC(=O)CCCn2c(=O)oc3ccccc32)cc1 | -48 | -7
CCOc1cccc(C(=O)N(Cc2ccco2)C2CCS(=O)(=O)C2)c1 (stereo unspecified) | 5 | 1
Cc1cc(C)c2c(=O)cc(C(F)F)oc2c1 | -2 | -1
Cc1ccc(S(=O)(=O)NC(C)C(=O)NC2CCCCCC2)cc1 (stereo unspecified) | 5 | 4
Cc1ccc(C)c(N2CCN(c3nnnn3-c3ccccc3)CC2)c1 | 1 | 1
O=C(O)CCC(=O)Nc1ccc(Br)c(Cl)c1 | 5 | 4
Cc1ccc(Cl)cc1N1CCN(C(c2ccc(C#N)cc2)c2nnnn2C2CCCC2)CC1 (stereo unspecified) | -2 | -4
COc1ccc(S(=O)(=O)N(C)CC(=O)Nc2ccccc2OC)cc1C | -3 | 0
COc1ccc(-n2nnnc2SCC(=O)Nc2cccc(NC(C)=O)c2)cc1OC | -2 | 5
Nc1cc(C(=O)c2cccs2)ccc1Cl | 5 | -5
COc1ccccc1OCC(=O)Nc1sc2c(c1C(=O)NCC1CCCO1)CCC2 (stereo unspecified) | 23 | 0
O=c1c(Cc2ccc(F)cc2)c(O)ccn1C1CCCCC1 | 2 | 13
Cc1c(C=O)c2ccccc2n1CC(=O)N1CCc2ccccc2C1 | 61 | -5
Cc1ccc(CN2CCN(c3ccccn3)CC2)s1 | 5 | 2
Cc1noc(C)c1S(=O)(=O)Nc1ccc(C(=O)NC2CCCCC2)cc1 | -8 | 4
COCCN(C(=O)COc1ccccc1)c1nnc(-c2cccnc2)s1 | -1 | 0
Cc1cc(Nc2ccc(C)c(F)c2)n2ncnc2n1 | 6 | 1
CCOC(=O)C1CCCN(C(=O)c2cn(CC(C)C)c(=O)c3cc(OC)c(OC)cc23)C1 (stereo unspecified) | 3 | -4
CCOC(=O)CCc1c(C)c(C#N)c2nc3ccccc3n2c1-n1ccnc1C | 4 | -4
O=C(O)c1cnn(-c2ccccc2)c1-c1ccccc1 | -10 | 2
O=C(CSc1nnc(Cc2cccs2)n1C1CCCCC1)N1CCCc2ccccc21 | -14 | -6
Cc1cc(C)n(-c2nc3c(c(=O)[nH]c(=O)n3C)n2CC(C)C)n1 | 9 | 0
Nn1c(SCC(=O)N2CCN(S(=O)(=O)c3ccccc3)CC2)nnc1-c1cccs1 | 126* | 0
CCC(=O)Nc1ccc(NC(=O)c2ccccc2Cl)nc1 | -19 | 2
CCOC(=O)C(CC)Sc1ncnc2c1nnn2-c1ccc(F)cc1 (stereo unspecified) | 2 | 6
COC(=O)[C@H](Cc1ccccc1)NC(=O)NCc1cccs1 | 0 | 4
COC(=O)c1c(C)nc2ccccc2c1-c1ccccc1 | -18 | 3
CC1(C)CC(=O)C=C(N2CCCC2)C1 | -6 | 3
CCOc1ccccc1NC1c2ccccc2C(=O)N1c1cccnc1 (stereo unspecified) | -2 | -3
NC(=O)[C@H](Cc1cc2ccccc2s1)NC(=O)[C@@H]1CC2(CC(c3cccc(NC(=O)[C@@H]4CCC(=O)N4)c3)=NO2)CN1C(=O)/C=C/c1c(F)cccc1Cl (stereo partly specified) | 8 | 0
COc1cc(NS(=O)(=O)c2cccc3nsnc23)cc(OC)c1 | 42 | 1
CCc1ccccc1-n1c(SCC(=O)NC)nnc1-c1cccnc1 | 9 | 1
O=C(NCC(=O)N(Cc1ccco1)C(C(=O)NC1CCCC1)c1ccncc1)c1cccs1 (stereo unspecified) | 3 | 1
COc1ccc(NC(=O)COC(=O)[C@@H]2CCCN2C(=O)c2cccs2)cc1 | -2 | -6
CCC(C)n1c(SCC(=O)NC(=O)Nc2ccc3c(c2)OCCO3)nc2ccccc2c1=O (stereo unspecified) | 16 | 5
COc1ccc2c(c1OC)C(=O)OC2CC(=O)c1ccc(O)c(O)c1 (stereo unspecified) | 25 | 6
Cc1occc1C(=O)Nc1cccc(Cn2cccn2)c1 | 4 | 0
C=CCn1c(=O)c(C(=O)NCCN(CC)CC)c(O)c2ccccc21 | -16 | 10

These rows are one share of the data; the hit share may differ from the screen's.
